miR-122 sensor – blocks miR-122 activity in Huh7 sensor cells | activation (reporter increase), % at 12.5 µM | Huh7 miR-122 Renilla luciferase sensor, 48 h; neutral wells = 0, positive control = 100 | 340,000 tested, 0.3% active;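 active means mean replicate activation score at least 90 and every replicate individually at or above 90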;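 further: higher luciferase means less miR-122 activity so hits act as miR-122 inhibitors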
PAX8 reporter – lowers PAX8-driven luciferase in RMG-I cells | inhibition, % at 12.6 µM | AID 652154 | 360,000 tested, 1.2% active | RMG-I TPO-luciferase reporter, SteadyGlo, 24 h;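 active means mean replicate inhibition at least 60% with every replicate also reaching 60%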;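 further: luciferase light reporting Pax8 driven TPO promoter activity; plate controls were median of neutral control wells for no effect and mitoxantrone controls for full effect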
EWS-Fli block – blocks EWS/Fli oncoprotein-driven transcription. inhibition, % at 12.6 µM. A673 NR0B1-luciferase reporter, viability-normalised. AID 651661. 350,000 tested, 0.67% active;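 active means mean inhibition of at least 50% after viability correction, with every replicate also passing that limit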;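 further: firefly luciferase signal divided by Alamar Blue viability fluorescence both relative to DMSO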
PGC1a acetyl inh – lowers PGC1a acetylation signal in U2OS cells. AlphaScreen anti-acetyl-lysine; with virally co-expressed GCN5 acetyltransferase. inhibition, % at 15.6 µM. 350,000 tested, 0.17% active;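 active means every replicate shows inhibition of at least 40%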;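 further: 0% = neutral control wells and 100% = positive control wells; some results beyond the cut were filed as inactive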
Cneo AK release – Cryptococcus neoformans lysis via adenylate kinase release | C. neoformans lysis, adenylate kinase release luminescence, 4 h; normalised: neutral wells 0, clomiphene wells 100 | lysis activity, % at 15 µM | 360,000 tested, 0.2% active;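 active means mean lysis activity across replicates of at least 80%, whatever share of replicates individually reach that level; inactive means mean lysis activity below 80%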
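Signal: Adenylate kinase release luminescence | Assay system: Log-phase Cryptococcus neoformans yeast cells | Input: Cells at 5 × 10^6 per mL | Buffer or medium: Fresh YPD growth medium | Compound: Single dose | Schedule: Static 4 h at 37 °C with compound, 1 h detection | Controls: Clomiphene | Read-out: Luminescence rise reflecting yeast cell lysis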
CASP6 VEID inh – inhibitors of human caspase-6. purified caspase-6, Z-VEID-R110 cleavage fluorescence. inhibition, % at 12.5 µM. 350,000 tested, 0.53% active;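 active means mean inhibition across replicates at least about 35%, with every replicate also reaching that limit, limit read from the data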;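 further: 0% = median of neutral control wells and 100% = no fluorescence left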
Target sequence (P55212 24-179 limits assumed): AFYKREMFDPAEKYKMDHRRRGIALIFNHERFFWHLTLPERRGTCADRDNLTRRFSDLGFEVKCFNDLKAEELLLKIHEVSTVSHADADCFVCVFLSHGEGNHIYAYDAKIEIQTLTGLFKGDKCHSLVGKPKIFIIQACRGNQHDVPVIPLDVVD
Target sequence (P55212 194-293 limits assumed): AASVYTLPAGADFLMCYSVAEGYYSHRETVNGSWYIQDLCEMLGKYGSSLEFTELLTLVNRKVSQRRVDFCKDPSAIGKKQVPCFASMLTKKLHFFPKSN
FN deposition inh – fibronectin deposition inhibition; AID 743247; 350,000 tested, 0.086% active; inhibition, % at 12.6 µM; AH1F fibroblasts, Alexa488-fibronectin deposition fluorescence, overnight;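 active means mean inhibition across replicates of 30% or more, regardless of how many single replicates reach that level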;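 further: positive control wells lacked labelled fibronectin entirely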
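Test system: AH1F fibroblast monolayer depositing Alexa488-labelled fibronectin into matrix. Input: 10000 cells per well. Technique: fluorescence, ex 485 nm, em 525 nm. Buffer or medium: DMEM plus 2% serum, read in PBS. Timing: 1 h cell adhesion before compound, then overnight fibronectin incubation. Compound: single dose, pinned. Read-out basis: inhibition from reduced deposited-fibronectin fluorescence.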
LGR2 inh – blocks bursicon-induced cAMP signaling via Drosophila LGR2. AID 720647. inhibition, % at 9.99 µM. HEK293 LGR2, CRE-luciferase, bursicon-stimulated, 4 h. 380,000 tested, 0.35% active;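 active means drop in luminescence signal, shown as inhibition above about 50% in the replicate tests, limit read from the data, passing the limit was not always enough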;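 further: agonist challenge used bursicon conditioned medium at about half maximal strength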
* marks the source's active call; other numbers are inactive results; nt = not tested or not shown; [ ] = dose if it differs, or a comment.

Results follow in this order: miR-122 sensor	PAX8 reporter	EWS-Fli block	PGC1a acetyl inh	Cneo AK release	CASP6 VEID inh	FN deposition inh	LGR2 inh
> C[C@@H](NC(=O)[C@H]1[C@H](CO)[C@H]2Cn3c(ccc(-c4cccnc4)c3=O)[C@@H]1N2C)c1ccccc1
 : -7[16.7 µM]	-18	-1	nt	1	-1	nt	-20
> COCC(C)NC(=O)c1cc2cccc([N+](=O)[O-])c2[nH]1 (configuration not stated)
 : nt	9	1	nt	nt	-1	-2	3
> C[C@H](CO)N1C[C@H](C)[C@@H](CN(C)S(=O)(=O)c2ccc(F)cc2)Oc2ccc(NS(=O)(=O)c3cn(C)cn3)cc2CC1=O
 : 7[16.7 µM]	nt	-5	6	nt	2	nt	4
> C[C@@H]1CCCCO[C@@H](CN(C)Cc2ccncc2)[C@@H](C)CN([C@@H](C)CO)C(=O)c2cc(NC(=O)Nc3ccccc3)ccc2O1
 : -4[16.7 µM]	6	nt	1	0	-1	5	-9
> CCn1ccnc1C(O)c1ccccc1OC (configuration not stated)
 : -3	nt	nt	-6	1	nt	nt	-1
> O=C(CCc1ccccc1)N1CCN(c2ccccc2F)CC1
 : -3	1	25	-2	-1	2	nt	2
> COC(=O)C1=C(C)N(Cc2cccc(C(F)(F)F)c2)C(=NCc2ccccc2)NC1c1ccccc1C(F)(F)F (configuration not stated)
 : nt	18	17	nt	nt	1	-2	3
> CN(c1ccccc1)S(=O)(=O)c1cccc(NC(=O)CSc2nnc(C3CC3)n2C)c1
 : 2	-3	-2	4	1	1	-4	-3
> C[C@@H]1CN([C@@H](C)CO)C(=O)Cc2cc(NC(=O)CCCN(C)C)ccc2O[C@H]1CN(C)S(C)(=O)=O
 : -5[16.7 µM]	-14	1	6	-6	-1	nt	-24
> CCc1ccc(S(=O)(=O)Nc2ccc(-c3ccc4nncn4n3)cc2)s1
 : 21	10	16	nt	1	-1	-4	-13
> O=C(NN=Cc1ccc2c(c1)CCC2)c1ccccc1[N+](=O)[O-]
 : 2	-2	-8	1	-1	1	-5	-13
> COC(=O)c1cc(OC)c(OC)cc1NC(=O)CSc1ccccc1
 : 1	16	nt	-3	5	nt	-10	nt
> CCOC(=O)C1CCN(c2c([N+](=O)[O-])c(C(Cl)Cl)nn2-c2ccccc2)CC1
 : -4	nt	nt	-3	-1	nt	6	nt
> COc1ccc(OC)c(CN2CCN(C(=O)c3cccs3)CC2)c1
 : -1	nt	nt	-9	6	nt	2	nt
> Cc1ccc(S(=O)(=O)Nc2ccc3c(c2)C(=O)N([C@H](C)CO)C[C@H](C)[C@H](CN(C)S(=O)(=O)c2c(C)noc2C)O3)cc1
 : -8[16.7 µM]	-39	-12	-2	5	2	nt	-6
> CC(=O)N(c1ccccc1C)c1ccccc1C
 : -2	2	-3	7	-2	-2	1	-7
> O=C(CSc1cn(CC(=O)N2CCCCC2)c2ccccc12)NCC1CCCO1 (configuration not stated)
 : -6	-13	1	8	0	nt	6	-7
> Cc1cc(C)c(C#N)c(N2CCN(CCOc3ccc(Cl)cc3)CC2)n1
 : nt	nt	12	-4	nt	3	nt	-4
> CC(OC(=O)c1ccc(Cl)nc1)C(=O)NC1CCCC1 (configuration not stated)
 : nt	2	-3	6	5	-1	-5	-16
> CO[C@H]1CN(C)C(=O)c2cc(NC(=O)NC3CCCCC3)ccc2OC[C@H](C)NC[C@@H]1C
 : 2[16.7 µM]	-8	0	nt	-3	-2	1	1
> CC(=O)Nc1ccc(S(=O)(=O)/N=C2/NC(=O)/C(=C\c3ccco3)S2)cc1
 : 7	-10	2	-6	nt	65*	nt	2
> C[C@H](CO)N1C[C@H](C)[C@@H](CN(C)Cc2ccccc2)Oc2ccc(NC(=O)Nc3ccc4c(c3)OCO4)cc2CC1=O
 : -4[16.7 µM]	5	4	-11	1	0	nt	1
> CNC[C@H]1OCCCC[C@@H](C)Oc2ccc(N)cc2C(=O)N([C@H](C)CO)C[C@H]1C
 : -1[16.7 µM]	-18	1	1	nt	nt	-6	-1
> COc1ccc(C2C3=C(CCCC3=O)N(CC(=O)O)C3=C2C(=O)CCC3)cc1
 : 3	14	4	-3	1	4	-2	15
> Cc1cc(C)n2nc(C(=O)OCC(=O)c3ccc(F)cc3)nc2n1
 : nt	nt	-11	nt	nt	6	-4	-26
> COc1ccc(-c2ccc3c(c2)c(Sc2ccccc2)c(-c2cc(OC)cc(OC)c2)n3C)cc1
 : nt	-11	-10	nt	nt	-3	-4	-15
> COc1ccccc1NC(=O)CN(c1ccc([N+](=O)[O-])cc1)S(=O)(=O)c1ccccc1
 : 9	16	1	-3	6	-2	6	-4
> Cc1ccc(NC(=S)NCc2ccccc2)cc1C
 : nt	7	-12	nt	nt	1	1	nt
> C[C@H](NC(=O)[C@H]1N2C(=O)c3ccccc3C2SC1(C)C)C(=O)NCc1ccncc1 (some centres not stated)
 : nt	-7	nt	nt	nt	1	-3	-13
> C[C@H](NC(=O)C[C@H]1C[C@H]2c3cc(NC(=O)C4CCC4)ccc3O[C@H]2[C@H](CO)O1)c1ccccc1
 : 3[16.7 µM]	-2	9	-6	-3	0	6	0
> CO[C@H]1CN(C)C(=O)c2ccc(NC(=O)Nc3c(C)noc3C)cc2OC[C@@H](C)N(C)C[C@H]1C
 : 11[16.7 µM]	nt	-4	-13	45	-3	nt	2
> Cc1cc(C)cc(CC2CC(=O)N(c3ccc(Cl)cn3)C2=O)c1 (configuration not stated)
 : -10	nt	nt	5	-11	nt	1	nt
> O=C1CC(c2ccccc2)CC(O)=C1C=NCc1ccccc1 (configuration not stated)
 : nt	nt	3	0	-1	-2	nt	-14
> O=C(c1cccnc1)N1C[C@@H]2[C@H](c3ccccc31)[C@H](CO)N2C(=O)C1CCCC1
 : 0[16.7 µM]	-8	-5	1	-4	0	nt	-28
> CO[C@H]1CC[C@@H]2CCN(C)C(=O)CCCN(C)C(=O)c3cccc(C#N)c3OC[C@@H]1O2
 : nt	-8	1	nt	65	5	-3	5
> CCN(CC)S(=O)(=O)c1cc(NS(=O)(=O)c2cccs2)ccc1C
 : 37	-18	0	10	8	0	-3	-5
> Cc1cccc(C)c1NC(=O)CN1CCN(CCCC(c2ccc(F)cc2)c2ccc(F)cc2)CC1
 : -13	45	45	-13	0	0	2	nt
> O=C1NC(Cc2ccccc2)c2nc3ccc(Cl)cc3c(=O)n2-c2ccccc21 (configuration not stated)
 : nt	20	8	nt	nt	-5	9	10
> CCCCNC(=O)N1CCOCCOCCN(C(=O)NCCCC)CCOCCOCC1
 : 0	nt	nt	11	-1	nt	nt	-6
> COc1cc2c(cc1OC)C(c1c(Cl)cccc1Cl)=NCC2
 : nt	23	6	nt	nt	-1	18	-17
> CCN1C(=O)[C@H]2[C@@H](c3ccc(C)cc3)N3C(=O)N(c4ccc(C)cc4)C(=O)[C@@]3(Cc3ccc(Cl)cc3)[C@H]2C1=O
 : 0	-24	-22	-3	1	0	6	-16
> COc1ccccc1-c1ccc(SCC(=O)NC2CCCCC2)nn1
 : nt	-7	9	-7	-1	1	3	-1
> C=CCNc1cccc2c1S(=O)(=O)N[C@@H](CC(C)C)CO2
 : nt	1	-5	nt	nt	0	3	-6
> COc1ccc(Cn2c(SCC#N)nc3ccc(N4CCOCC4)cc3c2=O)cc1
 : nt	-104	-75	-8	nt	11	0	-61
> OCC[C@H]1C[C@H](O)[C@@H](O)[C@@]2(Cc3ccccc3CCO2)O1
 : -5	-6	-9	-2	2	0	14	-1
> CCCn1c(CCC(=O)O)nc2cc(S(=O)(=O)N(CC)CC)ccc21
 : 9	3	17	nt	nt	1	-4	-7
> O=C(O)C[C@H]1C[C@@H]2c3cc(NC(=O)Nc4ccc(C(F)(F)F)cc4)ccc3O[C@@H]2[C@H](CO)O1
 : 5[16.7 µM]	-4	-1	2	-4	2	6	0
> CN(Cc1cnn(C)c1)Cc1nc(C(c2ccccc2)c2ccccc2)no1
 : nt	-3	-5	nt	nt	-1	-4	-9
> COCC(=O)Nc1ccc2c(c1)[C@H]1C[C@@H](CC(=O)N3CCN(C)CC3)O[C@H](CO)[C@H]1O2
 : -9[16.7 µM]	-12	-3	3	1	nt	-11	-14
> C/C(=N\OCC(=O)Nc1ccccc1C(C)(C)C)c1ccc2c(c1)OCCO2
 : 10	3	-7	nt	1	1	-4	2
> COc1ccccc1NC(=O)CCCC(=O)OCC(=O)c1ccc(F)cc1
 : nt	-9	nt	nt	nt	0	2	6
> CCCOc1ccccc1OCC(=O)N1CCN(S(=O)(=O)c2ccc(Cl)cc2)CC1
 : nt	15	2	2	0	-4	-1	7
> COc1ccccc1NC(=S)N1CCN(Cc2ccccc2)CC1
 : nt	17	-1	nt	nt	-1	8	-1
> CC1CN(c2ccc([N+](=O)[O-])cc2Cl)CCN1S(C)(=O)=O (configuration not stated)
 : 0	16	5	nt	nt	-2	5	0
> NC(=O)c1ccc(NC(=O)CSc2cn(CC(=O)N3CCOCC3)c3ccccc23)cc1
 : 1	3	4	-8	0	nt	-1	-9
> COC(=O)CSc1nc(-c2ccc(C)cc2)c2c(c1C#N)CCCC2
 : 8	4	nt	-10	-2	nt	-2	nt
> O=C(COC(=O)c1cccnc1Cl)c1ccc(F)cc1
 : -8	-17	0	-5	nt	-1	9	0
> C[C@@H]1CN([C@H](C)CO)C(=O)c2cc(NC(=O)NC3CCCCC3)ccc2O[C@H]1CN(C)C(=O)Nc1ccc(F)cc1
 : -11[16.7 µM]	-1	-9	-6	-9	0	-1	4
> Cc1cc(C(=O)NCC(=O)O)c(C)o1
 : -11	nt	6	15	1	4	nt	-11
> CC(=O)c1cc(C(C)=O)c(C)nc1C
 : 0	-21	8	38	1	-4	0	-2

Following part:
Results follow in this order: miR-122 sensor	PAX8 reporter	EWS-Fli block	PGC1a acetyl inh	Cneo AK release	CASP6 VEID inh	FN deposition inh	LGR2 inh
> CN(C)CC(=O)N[C@H]1CC[C@@H](CCNS(=O)(=O)c2ccccc2)O[C@@H]1CO
 : nt	-17	5	4	-2	-61	-8	-1
> C[C@H](CO)N1C[C@H](C)[C@H](CN(C)C(=O)Nc2cccc(Cl)c2Cl)OCc2ccccc2-c2ccccc2C1=O
 : nt	-6	13	1	nt	1	-2	16
> CN(C)C(=O)C1Cc2ccccc2CN1S(=O)(=O)c1ccc(F)cc1 (configuration not stated)
 : nt	-17	-2	nt	-1	1	5	0
> O=C(O)c1ccccc1C(=O)NC1CCN(c2nccc(C(F)(F)F)n2)CC1
 : 1	15	-7	3	-2	0	-2	-3
> CCOc1ncccc1C(=O)NCCc1ccc(OC)cc1
 : 4	15	37	nt	-3	-1	5	-6
> Cc1cccn2c(=O)c3cc(C(=O)N4CC(C)CC(C)C4)sc3nc12 (configuration not stated)
 : 5	18	10	-3	-1	1	4	12
> CCOC(=O)N1CCN(C(=S)NC(C)(C)C)CC1
 : -7	6	nt	7	-1	nt	-5	nt
> CC(=O)NC1C(Oc2cccc(C)c2)OC2COC(c3ccco3)OC2C1O (configuration not stated)
 : nt	35	4	nt	nt	-1	1	1
> Cc1ccc(N2C(=O)NC(NC(=O)C(C)(C)C)(C(F)(F)F)C2=O)cc1C (configuration not stated)
 : -4	18	11	-1	-2	1	-4	12
> COC(=O)c1cc(NC(=O)Cc2cccs2)cc(C(=O)OC)c1
 : 7	-14	5	1	5	16	3	6

Bioassay records deposited in PubChem by Broad Institute.

Rows are unselected. About 2.5% of those tested had a hit in this group.
